High-throughput results (PubChem BioAssay)
MOR-DOR ag: OPRM1-OPRD1 heterodimerization agonism; P35372+P41143; cells, luminescence; activation, % at 9.3 µM; 340,000 tested, 0.3% active; AID 504326; in the data active = activation above about 18%;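 also: 0% = vehicle-treated cells and 100% = reference agonist; values of inactives mirror those of a sister screen read the other way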
Tat export inh: blocks Tat-dependent protein export in E. coli | E. coli MC4100 TorA-mCherry Tat export, fluorescence | inhibition, % at 10 µM | 340,000 tested, 0.036% active;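 active = mean replicate inhibition at least 50% and at least half of replicates individually reaching 50%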;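 also: exported cargo escapes ClpAP degradation while cytoplasmic cargo is degraded and loses fluorescence; 0% = median of neutral control wells and 100% = median of NaSCN control wells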
OPRM1-OPRD1 inv: mu-delta opioid heterodimer inverse agonism. P35372+P41143. cell-based MOR-DOR heterodimer luminescence. inhibition, % at 9.3 µM. 340,000 tested, 0.21% active; in the data active = inhibition above about 22%, passing the limit was not always enough;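 also: 0% = cells with DMSO and 100% = wells without cells with DMSO; values of inactives mirror those of a sister screen read the other way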
phage Ecoli inh: E. coli growth loss with phage present. growth absorbance. inhibition, % at 11.9 µM. 360,000 tested, 0.26% active; in the data active = inhibition above about 11%
PKA-R1A activ: PKA-R1A complex activation | P00514+P68181 | PKA-R1A dissociation, Cy5-IP20 fluorescence polarization; scaled: DMSO 0%, 113 µM cGMP 100% | activation, % at 11.4 µM | 340,000 tested, 0.083% active;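 active = percent activation above the mean of all tested compounds plus 3 SD, cut at about 19% in these data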;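 also: higher means more PKAc released from R1A so a rise in polarization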
E coli growth: reduces bacterial viability in AddAB counter-screen; inhibition, % at 11.9 µM; AID 449728; E. coli V3065 growth, OD600 absorbance, 18 h; 330,000 tested, 0.27% active;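 active = inhibition above the campaign's mean inhibition across all tested compounds plus 3 SD, cut at about 9.9% in these data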;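 also: uninfected addAB+ strain grown without phage in ampicillin broth; 0% = DMSO wells and 100% = ciprofloxacin 0.95 µg/ml wells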
PfHsp90 yeast 2: reduces growth (ATP signal) of yeast expressing P. falciparum Hsp90 | S. cerevisiae expressing PfHsp90, BacTiter-Glo ATP, 48 h; yeast lacking PDR1 and PDR3 efflux regulators | 310,000 tested, 0.32% active | inhibition, % at 9.4 µM | AID 504621;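 active = every replicate shows inhibition above about 80%, whatever the replicate mean, limit read from the data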;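 also: 0% = DMSO neutral controls and 100% = 20 µM radicicol positive controls; yeast relying on Plasmodium falciparum Hsp90 in place of its own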
PKA-R2B act: PKA-R2B complex activation; P22694+P31323; PKA-R2B holoenzyme dissociation, Cy5-IP20 fluorescence polarization; R2B truncated from residue 108, S112A mutant; 0% DMSO only, 100% 113 µM cGMP; activation, % at 11.4 µM; 340,000 tested, 0.079% active;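 active = activation above a cutoff set at the mean over all compounds plus 3 SD, cut at about 18% in these data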;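 also: higher means more holoenzyme dissociation and a rise in polarization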
Target sequence (P31323 whole entry, looked up, other chains not shown, the tested form may be a part): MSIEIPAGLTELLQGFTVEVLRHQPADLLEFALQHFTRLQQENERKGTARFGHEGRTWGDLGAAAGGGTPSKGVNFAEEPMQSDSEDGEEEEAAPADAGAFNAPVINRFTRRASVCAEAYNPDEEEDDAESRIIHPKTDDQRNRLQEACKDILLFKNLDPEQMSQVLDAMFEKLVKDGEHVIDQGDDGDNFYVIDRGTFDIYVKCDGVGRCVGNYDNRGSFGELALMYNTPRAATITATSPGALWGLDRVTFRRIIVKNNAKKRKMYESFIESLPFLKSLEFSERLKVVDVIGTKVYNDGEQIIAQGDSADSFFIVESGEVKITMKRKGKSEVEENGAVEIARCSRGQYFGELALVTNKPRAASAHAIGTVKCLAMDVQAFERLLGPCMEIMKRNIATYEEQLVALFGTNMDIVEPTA
SUMO Mot1 rescue: SUMOylation pathway inhibition by Mot1-301 growth rescue; S. cerevisiae Mot1-301 growth rescue, ATP luminescence, 38.5C; percent above DMSO median, 100 means doubled; growth rescue, % at 18.8 µM; 320,000 tested, 1% active; AID 2716;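 active = every valid replicate shows activation above 250% relative to neutral control wells; inactive = the rest, any valid replicate at or below 250%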;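 also: OY570 slx delta 5 strain wells were the positive control but not used for scaling; some compounds called inactive have numbers as strong as hits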
AddAB inh: less growth of phage-infected E. coli with AddAB; E. coli expressing H. pylori AddAB, absorbance growth; inhibition, % at 11.9 µM; 330,000 tested, 0.29% active; in the data active = inhibition above about 12%;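 also: 0% = vehicle wells of infected cells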
HTR5A inv ctr: inverse agonist of human HTR5A in OPRM1-OPRD1 counter-screen; P47898; HTR5A cell line, luminescence, inverse agonism; inhibition, % at 9.3 µM; 340,000 tested, 0.083% active; in the data active = inhibition mostly above about 23%, no sharp cut-off; inactive = mostly below about 18%;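 also: 0% = cells with DMSO and 100% = no-cell wells with DMSO; some compounds called inactive have numbers as strong as hits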
Target sequence (P47898 whole entry, looked up): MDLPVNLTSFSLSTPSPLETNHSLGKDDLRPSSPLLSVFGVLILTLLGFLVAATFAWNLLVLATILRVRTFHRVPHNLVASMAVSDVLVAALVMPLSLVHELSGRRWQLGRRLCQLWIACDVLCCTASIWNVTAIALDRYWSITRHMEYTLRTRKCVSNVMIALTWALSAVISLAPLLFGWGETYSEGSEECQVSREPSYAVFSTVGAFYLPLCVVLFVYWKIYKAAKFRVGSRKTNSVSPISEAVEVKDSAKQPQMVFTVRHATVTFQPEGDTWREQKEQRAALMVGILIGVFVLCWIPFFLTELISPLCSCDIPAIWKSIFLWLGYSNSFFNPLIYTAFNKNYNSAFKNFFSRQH
Numbers without * were called inactive; x = not tested or not shown.

SMILES	MOR-DOR ag	Tat export inh	OPRM1-OPRD1 inv	phage Ecoli inh	PKA-R1A activ	E coli growth	PfHsp90 yeast 2	PKA-R2B act	SUMO Mot1 rescue	AddAB inh	HTR5A inv ctr
NC(=O)c1nsc(C(=O)N(c2ccccc2)C(C(=O)NCc2ccc(F)cc2)c2ccco2)c1N (stereo unspecified)	-0.9	10	5	2.4	-5	3.9	14	7	320	-0.3	-26
COc1ccc(N2CCCC2)c(NC(=O)c2ccc([N+](=O)[O-])o2)c1	9.7	-6	-54	0.7	-13	1.8	-7	-11	-4	1.5	7
CCOC(=O)c1[nH]c(C)c(CN(CCc2ccccc2)S(C)(=O)=O)c1C	-1.7	-3	8	0.3	3	-0.5	-45	0	0	2.4	-22
CCOc1ccccc1CNC(=O)c1ccc(NC(=O)C2=CSCCO2)cc1	-0.1	-8	1	2.2	4	-1.8	-9	-8	11	2.0	-8
O=C(Nc1ccccc1C(F)(F)F)C1CCCC1	0.7	6	-3	2.4	8	-0.3	8	7	-19	4.7	-7
COc1ccc(C(=O)NNC(=O)c2cccs2)cc1S(=O)(=O)N1CCOCC1	2.4	-3	-10	7.1	-2	-2.4	-6	-1	40	-1.0	-2
CC(=O)CCc1ccc(OC(=O)c2cccnc2)cc1	-1.7	-1	9	0.9	-2	0.6	-1	4	5	3.8	13
Cc1cc(-c2ccc(Br)s2)nc(-n2cccc2)n1	2.1	12	-10	0.6	7	x	-7	-6	x	x	-2
COc1ccc2c(c1)c1ncn(CCN3CCNCC3)c(=O)c1n2C	-2.6	-4	14	4.2	-3	0.2	-1	2	-9	-0.4	-20
CCCCCN(C(=O)CCC(=O)OCc1ccccc1C)c1c(N)n(CCCC)c(=O)[nH]c1=O	2.1	-11	-14	4.8	-1	2.3	8	1	216	1.5	-2
CC(OC(=O)C1CCCCC1)c1nc2ccccc2[nH]1 (stereo unspecified)	0.6	-3	-4	2.7	-21	2.9	1	2	58	2.8	8
Cn1c(SCc2ccc(Cl)cc2)nnc1-c1ccc2nonc2c1	-1.3	13	7	1.0	-4	-0.9	2	18	25	1.9	-1
c1ccc(-c2cnnc(N3CCCCC3)n2)cc1	1.0	-2	-5	4.5	-10	1.2	9	2	79	0.4	-4
O=C(NCC(=O)N(Cc1ccccc1)C(C(=O)NC1CCCC1)c1ccncc1)c1ccco1 (stereo unspecified)	-1.4	-2	8	1.4	-1	-3.0	1	-4	-5	-0.7	-22
CC[n+]1ccc(/C=C2\Sc3ccccc3N2CCCS(=O)(=O)[O-])c2ccccc21	-0.7	-9	3	5.0	-3	-0.5	-3	5	-3	3.6	10
CCN(c1ccc(OC)cc1)S(=O)(=O)c1nnc(NC(=O)c2ccccc2Cl)s1	-2.2	6	12	x	9	1.4	-5	-7	27	1.6	21
CC(=O)OC(C(=O)n1nc(C)cc1C)c1ccccc1 (stereo unspecified)	-3.6	-2	19	1.6	-4	1.4	0	9	x	-1.5	-4
O=C(NCc1cccc(OC(F)(F)F)c1)C1CCC(=O)N(Cc2cccc(F)c2)C1 (stereo unspecified)	-3.0	1	15	0.6	0	-2.2	-4	8	-8	0.2	13
COC(=O)C=C1CCC2C3CC(F)C4(O)CC(=O)CCC4(C)C3C(=O)CC12C (stereo unspecified)	-0.2	-13	1	2.1	1	x	-13	-1	x	x	20
CSc1nc2ccc(S(=O)(=O)NC3CCCCC3)cc2s1	2.9	4	-14	1.0	-4	3.5	104*	-11	x	4.8	9
S=C1SCN(Cc2ccco2)CN1Cc1ccco1	-1.6	-42	8	2.0	0	-1.3	-14	5	30	1.8	-20
O=c1cc(CSc2ccc(Cl)cc2)nc(-c2ccncc2)[nH]1	-4.7	-10	24	4.8	-2	-1.1	3	5	-13	-0.2	-6
CCN1CCN(C(=S)Nc2ccc3nc(N4CCN(CC)CC4)cc(C)c3c2)CC1	-3.0	-9	16	0.5	3	-2.5	15	-1	-2	4.3	1
CCc1ccccc1NC(=S)N(CCCN1CCOCC1)Cc1ccccn1	0.2	-7	-1	0.9	-14	-1.3	22	-2	7	1.6	-7
Cc1nc2ncnn2c(C)c1Cc1ccc(Cl)cc1	-2.1	-2	11	-0.9	-9	-0.2	-7	-6	x	-0.5	-14

(more compounds)
SMILES	MOR-DOR ag	Tat export inh	OPRM1-OPRD1 inv	phage Ecoli inh	PKA-R1A activ	E coli growth	PfHsp90 yeast 2	PKA-R2B act	SUMO Mot1 rescue	AddAB inh	HTR5A inv ctr
CCOC(=O)c1c(NC(C)=O)sc2c(OCCN(CC)CC)c(Br)ccc12	-0.9	-1	5	3.4	-14	-1.1	-16	0	-12	0.6	37
O=C(O)CCn1c(-c2ccccn2)nc2ccccc21	0.4	-7	-2	-0.4	4	1.7	0	-6	-10	1.5	0
Cc1ccc(S(=O)(=O)/N=C(\Nc2cccc(C)c2)Nc2nc(C)cc(C)n2)cc1	-1.1	-19	6	3.1	2	-0.2	17	3	8	4.6	3
COc1c(C)cc(Br)cc1C(=O)Nc1ccccc1N1CCN(C(=O)c2ccccc2)CC1	1.8	2	-9	2.4	-6	1.4	-52	1	15	2.8	-14
COc1cccc(C(=O)COC(=O)CCCC(=O)NC2CCCCC2)c1	-1.9	-4	13	1.9	8	-0.1	-12	-10	5	1.8	-19
Cc1c(C(=O)OC2CCCCC2)[nH]c2c1C(=O)CC(C)(C)C2	4.2	1	-18	1.5	-14	0.4	-23	6	2	3.0	7
O=C(CCCCC(=O)NCCc1ccccc1)NCCc1ccccc1	-1.1	-6	6	-0.9	6	0.5	9	2	-17	3.5	4
CCO[C@@H]1OC(C(=O)NCc2ccccc2)=C[C@H](C2CC2)[C@H]1CCCO	2.7	0	-15	3.4	0	0.3	-16	3	-5	3.7	-10
CCN(CC(=O)Nc1ccc(NC(C)=O)cc1)C(=O)C(c1ccccc1)c1ccccc1	-0.1	-2	1	3.9	3	-0.8	5	2	98	3.8	-15
CCOc1ccc(N(CC)C(=O)c2nn(-c3ccc(OC)cc3)c(=O)c3c2c2ccccc2n3C)cc1	-0.2	3	2	4.4	-13	-1.6	-13	-9	-24	-0.8	6
COC(=O)c1sccc1S(=O)(=O)NC(C)c1cnn(-c2ccc(OC)cc2)c1C (stereo unspecified)	-3.0	2	16	-0.9	-14	0.3	-8	-1	-16	1.9	4
CN(CC(=O)Nc1cccc(F)c1)C(=O)c1cccc(S(=O)(=O)N2CCN(c3ccc(F)cc3)CC2)c1	3.0	-4	-16	0.6	-3	x	8	-12	x	x	-9
CN=C1SC(CC(=O)Nc2ccc(N3CCOCC3)cc2)C(=O)N1C (stereo unspecified)	0.6	3	-3	2.6	1	-2.2	6	12	9	-0.7	7
O=C(CCC(=O)c1cccs1)Nc1ccc(F)c(F)c1F	-1.7	-4	10	1.4	-14	-2.8	-14	-6	142	-2.5	9
O=C(/C=C/c1ccccc1)Nc1cccc(C(=O)O)c1	-1.9	-1	10	0.4	-9	-2.2	31	-1	-24	-1.6	-14
CC(C)(C)C1=C(C#N)C(c2ccc3c(c2)OCO3)C(C#N)=C(N)O1 (stereo unspecified)	-2.4	-4	12	0.8	-2	1.3	-8	-11	1	2.8	15
CCn1c2ccccc2c2nnc(SCc3ccc(C(=O)OC)o3)nc21	-3.9	9	18	1.9	1	1.2	-41	2	-1	4.4	8
Cn1cnnc1SCc1ccc(C(=O)N=Nc2c(O)n(C)c3ccccc23)cc1	-3.1	-4	16	3.4	-2	-4.0	36	-6	-27	1.3	3
CCOC(=O)C1(Cc2cccc(OC)c2)CCN(CC=C(C)C)CC1	-2.7	2	14	1.8	-8	2.0	-2	-8	16	2.0	16
O=C(C[C@@H]1C/C=C/CCCC(=O)O[C@H](c2ccccc2)CNC1=O)NCCO	-1.6	-1	9	3.0	17	1.1	16	-8	6	5.8	4
C=CCN(C(=O)CSc1nnnn1C)c1nc(-c2ccccc2)cs1	-2.2	5	11	-0.2	-7	x	x	-9	x	x	-5
O=C(NC1CCCC1)C1CC(=O)N(c2ccc(F)cc2)C1 (stereo unspecified)	-2.2	-18	12	-1.0	-1	0.4	18	10	12	1.8	5
Cc1cc(=O)oc2cc(OCC(=O)OCC(=O)Nc3c(C)n(C)n(-c4ccccc4)c3=O)ccc12	-0.4	0	2	3.8	-3	2.6	3	-14	744	2.8	-5

PfHsp90 yeast 2: hit marks shown above
| SMILES | MOR-DOR ag | Tat export inh | OPRM1-OPRD1 inv | phage Ecoli inh | PKA-R1A activ | PfHsp90 yeast 2 | PKA-R2B act | SUMO Mot1 rescue | AddAB inh |
| --- | --- | --- | --- | --- | --- | --- | --- | --- | --- |
| CSc1nc2ccc(S(=O)(=O)NC3CCCCC3)cc2s1 | 2.9 | 4 | -14 | 1.0 | -4 | 104* | -11 | x | 4.8 |

Molecules shown so far that contain two or more sulfur atoms:
SMILES	MOR-DOR ag	Tat export inh	OPRM1-OPRD1 inv	phage Ecoli inh	PKA-R1A activ	E coli growth	PfHsp90 yeast 2	PKA-R2B act	SUMO Mot1 rescue	AddAB inh	HTR5A inv ctr
COc1ccc(C(=O)NNC(=O)c2cccs2)cc1S(=O)(=O)N1CCOCC1	2.4	-3	-10	7.1	-2	-2.4	-6	-1	40	-1.0	-2
CC[n+]1ccc(/C=C2\Sc3ccccc3N2CCCS(=O)(=O)[O-])c2ccccc21	-0.7	-9	3	5.0	-3	-0.5	-3	5	-3	3.6	10
CCN(c1ccc(OC)cc1)S(=O)(=O)c1nnc(NC(=O)c2ccccc2Cl)s1	-2.2	6	12	x	9	1.4	-5	-7	27	1.6	21
CSc1nc2ccc(S(=O)(=O)NC3CCCCC3)cc2s1	2.9	4	-14	1.0	-4	3.5	104*	-11	x	4.8	9
S=C1SCN(Cc2ccco2)CN1Cc1ccco1	-1.6	-42	8	2.0	0	-1.3	-14	5	30	1.8	-20
COC(=O)c1sccc1S(=O)(=O)NC(C)c1cnn(-c2ccc(OC)cc2)c1C (stereo unspecified)	-3.0	2	16	-0.9	-14	0.3	-8	-1	-16	1.9	4
C=CCN(C(=O)CSc1nnnn1C)c1nc(-c2ccccc2)cs1	-2.2	5	11	-0.2	-7	x	x	-9	x	x	-5
